# Mcl1 Bid PPI – Mcl-1/Bid interaction inhibition. inhibition, % at 21.7 µM. 0.97% of 220,000 active. TR-FRET Mcl-1/Bid-Dy647 peptide binding, 1536-well. Q07820. AID 1021;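 active = compounds that cut the binding signal by more than half at the single screening dose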;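 also: His-tagged Mcl-1 with europium anti-His antibody binding Bid BH3 peptide; 0% = Mcl-1 plus peptide wells and 100% = peptide-only wells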
# Target sequence (Q07820 whole entry, looked up): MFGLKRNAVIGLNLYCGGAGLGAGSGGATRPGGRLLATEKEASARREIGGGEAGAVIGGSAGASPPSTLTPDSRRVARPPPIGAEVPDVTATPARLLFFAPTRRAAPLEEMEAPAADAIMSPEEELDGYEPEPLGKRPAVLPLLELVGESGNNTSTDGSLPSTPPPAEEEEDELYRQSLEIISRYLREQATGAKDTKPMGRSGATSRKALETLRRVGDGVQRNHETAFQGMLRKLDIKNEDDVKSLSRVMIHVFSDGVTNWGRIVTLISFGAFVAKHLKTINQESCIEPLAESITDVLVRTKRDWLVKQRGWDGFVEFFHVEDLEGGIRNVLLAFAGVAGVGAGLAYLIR
# Mcl-1 Bim block – human Bim-Mcl-1 interaction inhibition | Q07820 | AID 1009 | inhibition, % at 10 µM | Bead-based flow cytometry, Bim peptide-Mcl-1 binding | 0.1% of 190,000 active; in the data active = inhibition above about 40%;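 also: 0% = no compound tracer wells and 100% = peptide blocker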
# Pf gamet viab – P. falciparum stage V gametocyte viability inhibition; 0.065% of 150,000 active; P. falciparum stage V gametocytes, ATP luminescence, 24 h; inhibition, % at 10.9 µM; AID 743093;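 active = inhibition above the mean plus 3 SD of compounds within the control limits, set per campaign, cut at about 38% in these data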;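 also: 0% = DMSO wells and 100% = medium only without gametocytes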
# Mcl1 Noxa PPI – Mcl-1/Noxa interaction inhibition. inhibition, % at 21.7 µM. 1.5% of 220,000 active. TR-FRET Mcl-1/Noxa peptide binding, 2 h. Q07820;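 active = compounds that cut the protein-peptide binding signal by more than 50% relative to plate controls in a single-dose test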;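 also: His-tagged Mcl-1 with rhodamine Noxa BH3 peptide and terbium anti-His antibody; 0% = Mcl-1 plus Noxa peptide wells and 100% = peptide-only wells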
# Cdc42 wt GTP – human Cdc42 wildtype GTP binding change, either direction; percent activity (GTP binding), % at 10 µM; 0.2% of 190,000 active; AID 761; GST-Cdc42 beads, Bodipy-GTP binding, flow cytometry; actives lie on both sides;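 active = percent activity GTP binding at least 20 points away from the 100% baseline, either down as inhibitor or up as activator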;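 also: median bead fluorescence of bound Bodipy-FL-GTP at 100 nM; 0% = excess unlabeled GTP control and 100% = no compound control; below 100% means less GTP binding so inhibitor and above means activator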
# Target sequence (P60953 whole entry, looked up): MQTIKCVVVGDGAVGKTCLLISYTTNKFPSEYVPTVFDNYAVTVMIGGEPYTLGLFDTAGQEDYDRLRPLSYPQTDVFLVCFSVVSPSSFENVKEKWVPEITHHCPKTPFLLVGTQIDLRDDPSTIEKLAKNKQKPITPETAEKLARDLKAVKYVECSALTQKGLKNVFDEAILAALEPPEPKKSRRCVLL
# Rab7 wt GTP bind – alters GTP binding to wildtype dog Rab7. GST-Rab7 beads, fluorescent GTP binding, flow cytometry; actives lie on both sides; untreated = 100%, excess cold GTP = 0%. GTP binding activity (percent of control), % at 10 µM. 0.055% of 190,000 active;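 active = fluorescent GTP binding to Rab7 beads changed by at least 20 points from the 100% baseline, either direction, mostly lower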;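 also: median green fluorescence of bound Bodipy-FL-GTP per Rab7 bead population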
# Rac1 act GTP bind – human Rac1 activated mutant GTP binding change. GST-Rac1 activated beads, fluorescent GTP binding, flow cytometry; actives lie on both sides; 100% means binding = to untreated wells. percent activity (GTP binding), % at 10 µM. 0.11% of 190,000 active. AID 764;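 active = GTP binding at least 20 percentage points away from the 100% baseline, in either direction, so actives lie on both sides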
# Rab2 wt GTP – changes GTP binding to wildtype dog Rab2A, up or down. P61105. GST-Rab2 wt beads, Bodipy-GTP binding, flow cytometry. GTP binding activity, % at 10 µM. 0.19% of 190,000 active;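 active = GTP binding activity at least 20 points away from 100%, either lowered or raised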;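 also: 0% = beads with excess unlabeled GTP and 100% = no-compound control corrected for plate trend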
# Rac1 wt modul – modulators of human Rac1 wildtype GTP binding; GST-Rac1 beads, fluorescent GTP binding, flow cytometry; actives lie on both sides; 0 = cold GTP competed, 100 = untreated; GTP binding activity (% of control), % at 10 µM; 0.27% of 190,000 active; AID 757;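 active = GTP binding activity at least 20 points away from the 100% control level, either lower or higher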
# Avidin fluor – avidin bead compound fluorescence profile. Avidin beads, compound fluorescence 488/530 nm, flow cytometry; stronger effect = higher value. fluorescence (KMESF) at 10 µM. 0.38% of 220,000 active; in the data active = fluorescence above about 47; also: inactives centre near 10
# HRas wt GTP bind – human HRas wildtype GTP binding, change in either direction; GST-Ras wt beads, Bodipy-FL-GTP binding, flow cytometry; actives lie on both sides; GTP binding activity, % at 10 µM; 0.14% of 190,000 active; AID 759;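 active = GTP binding activity at least 20% away from the 100% baseline, either lowered as inhibitor or raised as activator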;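 also: 0% = unlabeled GTP competition control and 100% = no-compound control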
# Target sequence (P01112 whole entry, looked up): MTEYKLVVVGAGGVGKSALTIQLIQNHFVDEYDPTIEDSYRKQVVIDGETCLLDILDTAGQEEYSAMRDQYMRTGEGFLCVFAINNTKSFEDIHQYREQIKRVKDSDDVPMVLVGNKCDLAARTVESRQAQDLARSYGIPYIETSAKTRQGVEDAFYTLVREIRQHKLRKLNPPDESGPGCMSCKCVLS
# The depositor's hits bear a star; . = no result given.
Compound,Mcl1 Bid PPI,Mcl-1 Bim block,Pf gamet viab,Mcl1 Noxa PPI,Cdc42 wt GTP,Rab7 wt GTP bind,Rac1 act GTP bind,Rab2 wt GTP,Rac1 wt modul,Avidin fluor,HRas wt GTP bind
O=C(Nc1ccncc1)Nc1ccc(F)c(Cl)c1,-39,-1,.,14,97,100,93,97,95,8,95
O=C(CN1C(=O)CCC1=O)Nc1ccc2c3c(cccc13)CC2,-9,-1,1,8,102,100,98,100,103,9,101
Cc1ccc(OC(=O)CCC(=O)Nc2ccc(S(=O)(=O)Nc3cc(C)on3)cc2)cc1,-8,-1,.,11,100,98,100,98,101,6,97
COc1ccc([N+](=O)[O-])cc1NC(=O)c1ccccc1N(C)S(C)(=O)=O,-9,-1,8,13,98,101,94,98,99,9,96
Cc1cc(C)c(C)c(S(=O)(=O)NC(C(=O)O)C(C)C)c1C (centres undefined),-3,2,.,7,98,103,97,100,98,9,100
COc1ccnc(Oc2ccc(F)cc2)c1C(=O)N/C=N/OCc1c(Cl)cccc1Cl,-12,0,.,13,100,103,98,100,99,18,99
CCCCn1c(NC(=O)c2ccccc2)nc2ccccc21,-27,0,.,-94,101,102,98,100,103,36,101
COc1ccc(N2CCN(C(=O)CSc3nnc(-c4ccco4)n3C)CC2)cc1,-17,0,.,14,102,107,98,101,102,10,99
O=C1CSC(=S)N1Cc1cccnc1,-35,-2,.,4,106,102,98,104,102,8,103
O=C(COC(=O)CC1c2ccccc2CCN1S(=O)(=O)c1ccccc1)Nc1ccccc1 (centres undefined),1,-6,-22,8,100,102,103,104,104,3,103
O=C(Nc1ccccc1)N1CCN(c2ccc(C(F)(F)F)cn2)CC1,-24,3,.,-11,97,95,96,96,97,8,97
Cn1cc(Br)c(C(=O)NNC(=O)c2cccc(Br)c2)n1,-9,0,-14,20,96,97,97,97,99,19,96
Cc1[nH]c2ccccc2c1NC(=O)CN1CCN(c2cccc(C(F)(F)F)c2)CC1,-22,-4,.,30,90,94,94,93,89,25,92
Cc1ccc(-n2nnnc2SCC(=O)N2CCN(C(=O)c3ccco3)CC2)c(C)c1,-15,-2,.,1,103,100,98,100,102,5,100
S=C(NC1CC1)N1CCN(c2ccc(Cl)cc2)CC1,-45,-1,18,0,99,97,95,96,104,6,97
CC1CCN(c2nc(N3CCCCC3)nc(N3CCCCC3)n2)CC1,-20,1,8,8,96,95,98,97,100,2,98
CSc1ccccc1NC(=O)CN(c1ccccc1)S(=O)(=O)N(C)C,-15,7,.,-1,100,97,98,97,100,12,100
O=C(COc1ccccc1Cl)Nc1cccnc1,-32,0,1,3,100,98,95,100,98,7,98
CCOC(=O)c1cnc(-n2nc(C)cc2C)nc1NNc1cc(C)nc(-c2ccccc2)n1,-75,-2,-17,-63,105,101,101,105,105,5,104
COc1ccc(NC(=O)/C(=C\c2cc(OC)c(OC)cc2[N+](=O)[O-])NC(=O)c2ccccc2)cc1,-15,6,.,-9,94,93,97,95,96,9,94
Cn1c(Oc2ccccc2NCc2cccc(Br)c2)cc(=O)n(C)c1=O,-12,-6,.,20,102,102,97,100,102,23,101
COc1cc(C(=O)N/N=C/c2ccccn2)cc(OC)c1OC,-60,0,7,12,96,94,97,99,98,0,97
CCn1c(=O)n(CC)c2cc(S(N)(=O)=O)ccc21,-13,0,.,8,104,102,98,103,104,7,102
O=C(N/N=C\c1ccc(Br)cc1)c1ccc(Cn2cccn2)o1,-8,-4,11,-3,97,94,94,99,98,2,96
Cc1ccc(S(=O)(=O)C(c2ccccc2)c2c(C)noc2C)cc1 (centres undefined),-33,-1,-22,7,101,104,98,102,106,3,103
COc1cccc(C(=O)Nc2ccc3c(c2)C(=O)c2ccccc2C3=O)c1,74*,5,3,75*,96,102,96,94,95,14,96
CCCCNC(=O)N1CCN(c2ccccc2OCC)CC1,-17,-4,.,0,99,107,97,97,101,10,99
Cc1ccc[n+](-c2[nH]c(=O)sc2/C=N/NC(=O)c2ccccc2[O-])c1,-54,-7,-10,22,99,97,96,97,100,11,95
COc1cc2nc(SCC(=O)NCc3ccco3)n(Cc3ccc(Cl)cc3)c(=O)c2cc1OC,49,0,-21,-8,95,92,96,95,99,21,94
CCOC(=O)C1=C(C)N=C2SCCC(=O)N2[C@@H]1/C=C/c1ccccc1,-16,-1,.,-11,99,96,96,96,98,40,99
Cc1cccc(C)c1NC(=S)N/N=C/c1ccc(OCCC(C)C)cc1,-124,2,-11,-42,98,98,97,98,98,5,98
CC(C)OCCCNC(=O)C1CCC(=O)N1C(C)C (centres undefined),11,-6,.,12,102,99,100,100,105,32,100
CCCCCC(=O)N/N=C(\C)c1ccc(NC(=O)c2ccco2)cc1,-17,-2,.,-11,96,101,92,98,97,17,99
CCc1ccccc1NC(=O)C1CCCN(S(=O)(=O)c2c(C)noc2C)C1 (centres undefined),-26,-1,.,7,103,99,99,102,104,17,101
COC(=O)c1cccc(N2C(=O)c3ccccc3S2(=O)=O)c1,5,-2,.,17,104,100,99,101,102,10,99
CS(=O)(=O)N1CCC(C(=O)N2CCN(c3ccccc3F)CC2)CC1,-4,0,.,0,99,96,96,99,100,10,98
O=C(O)c1ccccc1NS(=O)(=O)c1ccc2c3c(cccc13)C(=O)N2,16,0,.,22,96,94,92,93,93,75*,96
O=C(c1ccco1)N1CCN(C(=O)c2sccc2-c2ccccc2)CC1,2,-1,-9,1,102,94,99,101,104,27,98
CCOC(=O)C(C)Sc1nc(=O)n2ccccc2n1 (centres undefined),1,1,-4,10,102,99,98,99,100,12,100
CNS(=O)(=O)c1cccc(C(=O)OCc2cc(=O)n3cc(Br)ccc3n2)c1,-36,0,.,8,99,97,98,96,102,11,98
CCOc1ccccc1N1CCN(C(=O)C2c3ccccc3Oc3ccccc32)CC1,-23,-2,.,12,100,98,96,100,95,8,97
O=C(O)c1cc2nc(C3CC3)cc(C(F)(F)F)n2n1,-10,1,.,12,100,98,95,99,99,7,99
COc1ccccc1NC(=O)c1cc2ccccc2nc1C,-17,0,2,0,97,97,96,97,101,8,97
CCc1ccc(N2C(=O)CC(N3CCC(C(=O)OC)CC3)C2=O)cc1 (centres undefined),-13,-3,.,-10,101,98,97,101,102,23,99
O=C(CN=C1NC(=O)C(c2ccccc2)(c2ccccc2)N1)NCc1ccc(F)cc1,-14,1,-30,0,101,97,99,100,106,15,100
COc1ccc(Cc2nnc(NC(=O)CSc3ccccc3)s2)cc1,-20,0,.,19,101,97,99,101,99,7,100
O=C(/C=C/c1c(Cl)nc2ccccn12)N1CCN(c2ccccc2F)CC1,-18,0,.,-4,95,93,96,92,97,12,95
CCOC(=O)N1CCN(C(=O)c2cc3sccc3n2C)CC1,-34,-2,.,-6,101,99,100,99,105,9,101

# Four entries out of the list, arranged by heavy-atom count, falling:
Compound,Mcl1 Bid PPI,Mcl-1 Bim block,Pf gamet viab,Mcl1 Noxa PPI,Cdc42 wt GTP,Rab7 wt GTP bind,Rac1 act GTP bind,Rab2 wt GTP,Rac1 wt modul,Avidin fluor,HRas wt GTP bind
O=C(CN=C1NC(=O)C(c2ccccc2)(c2ccccc2)N1)NCc1ccc(F)cc1,-14,1,-30,0,101,97,99,100,106,15,100
O=C(/C=C/c1c(Cl)nc2ccccn12)N1CCN(c2ccccc2F)CC1,-18,0,.,-4,95,93,96,92,97,12,95
CCc1ccc(N2C(=O)CC(N3CCC(C(=O)OC)CC3)C2=O)cc1 (centres undefined),-13,-3,.,-10,101,98,97,101,102,23,99
O=C(O)c1cc2nc(C3CC3)cc(C(F)(F)F)n2n1,-10,1,.,12,100,98,95,99,99,7,99

# Reformatted: four of the compounds above
# Order of results – Mcl1 Bid PPI, Mcl-1 Bim block, Pf gamet viab, Mcl1 Noxa PPI, Cdc42 wt GTP, Rab7 wt GTP bind, Rac1 act GTP bind, Rab2 wt GTP, Rac1 wt modul, Avidin fluor, HRas wt GTP bind
- O=C(CN=C1NC(=O)C(c2ccccc2)(c2ccccc2)N1)NCc1ccc(F)cc1
→ -14, 1, -30, 0, 101, 97, 99, 100, 106, 15, 100
- COc1ccc(Cc2nnc(NC(=O)CSc3ccccc3)s2)cc1
→ -20, 0, ., 19, 101, 97, 99, 101, 99, 7, 100
- O=C(/C=C/c1c(Cl)nc2ccccn12)N1CCN(c2ccccc2F)CC1
→ -18, 0, ., -4, 95, 93, 96, 92, 97, 12, 95
- CCOC(=O)N1CCN(C(=O)c2cc3sccc3n2C)CC1
→ -34, -2, ., -6, 101, 99, 100, 99, 105, 9, 101

# Following part:
Compound,Mcl1 Bid PPI,Mcl-1 Bim block,Pf gamet viab,Mcl1 Noxa PPI,Cdc42 wt GTP,Rab7 wt GTP bind,Rac1 act GTP bind,Rab2 wt GTP,Rac1 wt modul,Avidin fluor,HRas wt GTP bind
COC(=O)C(CC(C)C)NC(=O)c1cc(OC)c(OC)c(OC)c1 (centres undefined),-15,0,.,-1,99,99,99,98,102,8,100
Cc1ccc2c(C(=O)CN3CCN(C4CCCCC4)CC3)c(C)[nH]c2c1,-8,0,15,-5,105,98,100,99,112,7,99
O=C(CSc1nnc(-c2cc3ccccc3cc2O)n1Cc1ccco1)c1ccc(F)cc1,-10,-1,-2,16,100,104,99,103,104,8,104
CCOC(=O)CCSc1nc(C(C)(C)C)cc(C(F)(F)F)c1C#N,-1,-5,.,0,105,100,98,99,104,5,101
CC(C)(C)C(=O)[C@@H]1[C@@H]2C(=O)N(Cc3ccccc3)C(=O)[C@@H]2[C@H]2c3ccccc3C=CN12,-3,-1,.,27,98,97,98,98,101,8,99
CC1CCN(C(=O)COC(=O)c2n[nH]c3ccccc23)CC1,-3,-5,.,10,102,99,101,101,103,33,100
CN(CCC#N)c1ncnc2scc(-c3ccccc3)c12,2,-1,15,10,101,100,99,99,103,6,100
CCOC(=O)CCCN1CC(O)=C(c2nc3ccccc3s2)C1=N,4,2,0,20,93,105,96,96,102,12,96
O=C(CCCN1C(=O)c2cccc3cccc(c23)C1=O)N1CCc2ccccc2C1,-9,-2,.,-5,98,100,97,100,103,38,99
CC(=O)N/C(=C/c1ccc2c(c1)OCO2)C(=O)NCCO,-7,-5,.,-27,102,100,99,100,104,3,97

# Source: PubChem (several laboratories)
